CRFR2-BP ag: agonists of human CRF-binding protein/CRF-R2 receptor complex; HEK293 CRF-R2/CRF-BP, calcium dye fluorescence (FLIPR); percent of saturating CRF peptide response; activation, % at 13.2 µM; actives 0.46% (n = 350,000);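 active means activation of at least 50%, plus an integration ratio under a set limit after plate pattern correction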;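 further: plate controls were neutral control wells without compound for no effect and CRF at EC100 for full effect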
M4 PAM: positive allosteric modulators of human muscarinic M4 receptor. activation, % at 3 µM. actives 0.4% (n = 360,000). CHO-K1 hM4/Gqi5, Fluo-8 calcium fluorescence, ACh EC20; 0% = ACh EC20, 100% = maximal ACh. P08173;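 active means activation above its plate's cutoff, the mean activation of sample wells plus 3 SD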; further: some results filed as inactive read as strong as hits
CHRM5 antagonist: antagonists of human muscarinic M5 receptor (CHRM5) | P08912 | CHO-hM5 cells, Fluo-8 calcium fluorescence, ACh EC80 | inhibition, % at 3 µM | actives 0.59% (n = 360,000);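 active means inhibition above a per-plate cutoff, the mean of that plate's test compounds plus 3 SD, cut at about 27% in these data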;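 further: 0% = acetylcholine EC80 with DMSO and 100% = DMSO without agonist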
M4 ag: CHRM4 agonism in calcium assay | actives 0.14% (n = 360,000) | activation, % at 3 µM | CHO-K1 hM4/Gqi5, Fluo-8 calcium fluorescence; vehicle 0%, full acetylcholine response 100% | AID 624127 | P08173;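 active means activation above the run mean over all test wells plus 3 SD, cut at about 32% in these data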;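 further: peak over basal fluorescence ratio per well then scaled between controls; 0% = DMSO wells and 100% = acetylcholine at EC100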
CHRM4 antagonist: CHRM4 antagonism in calcium assay | P08173 | CHO-hM4 cells, ACh EC80, Fluo-8 calcium fluorescence | inhibition, % at 3 µM | actives 0.73% (n = 360,000) | AID 624125;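 active means inhibition above its plate's cutoff, the mean inhibition of sample wells plus 3 SD, cut at about 27% in these data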;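 further: 0% = acetylcholine EC80 with DMSO and 100% = DMSO without agonist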
M5 ag: CHRM5 agonism in calcium assay | CHO-K1 hM5 cells, Fluo-8 calcium fluorescence; 0% DMSO wells, 100% maximal acetylcholine response | activation, % at 3 µM | actives 0.19% (n = 360,000) | AID 624037;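 active means activation above the run's mean over test compounds plus 3 SD, cut at about 23% in these data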;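 further: signal is peak over basal fluorescence ratio across the kinetic read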
IDE cell inh: cellular human IDE inhibition; P14735; actives 0.41% (n = 320,000); HEK cells, FAbetaB cleavage, fluorescence polarization; inhibition, % at 5.59 µM;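 active means percent inhibition above the average of all tested compounds plus 3 SD, set per screening campaign, cut at about 16% in these data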;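 further: IDE supplied by intact live HEK cells; FP after avidin binding of uncleaved biotin substrate so inhibition keeps polarization high; 0% = DMSO wells and 100% = 60 µM reference IDE inhibitor Ii1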
Target sequence (P14735 whole entry, looked up): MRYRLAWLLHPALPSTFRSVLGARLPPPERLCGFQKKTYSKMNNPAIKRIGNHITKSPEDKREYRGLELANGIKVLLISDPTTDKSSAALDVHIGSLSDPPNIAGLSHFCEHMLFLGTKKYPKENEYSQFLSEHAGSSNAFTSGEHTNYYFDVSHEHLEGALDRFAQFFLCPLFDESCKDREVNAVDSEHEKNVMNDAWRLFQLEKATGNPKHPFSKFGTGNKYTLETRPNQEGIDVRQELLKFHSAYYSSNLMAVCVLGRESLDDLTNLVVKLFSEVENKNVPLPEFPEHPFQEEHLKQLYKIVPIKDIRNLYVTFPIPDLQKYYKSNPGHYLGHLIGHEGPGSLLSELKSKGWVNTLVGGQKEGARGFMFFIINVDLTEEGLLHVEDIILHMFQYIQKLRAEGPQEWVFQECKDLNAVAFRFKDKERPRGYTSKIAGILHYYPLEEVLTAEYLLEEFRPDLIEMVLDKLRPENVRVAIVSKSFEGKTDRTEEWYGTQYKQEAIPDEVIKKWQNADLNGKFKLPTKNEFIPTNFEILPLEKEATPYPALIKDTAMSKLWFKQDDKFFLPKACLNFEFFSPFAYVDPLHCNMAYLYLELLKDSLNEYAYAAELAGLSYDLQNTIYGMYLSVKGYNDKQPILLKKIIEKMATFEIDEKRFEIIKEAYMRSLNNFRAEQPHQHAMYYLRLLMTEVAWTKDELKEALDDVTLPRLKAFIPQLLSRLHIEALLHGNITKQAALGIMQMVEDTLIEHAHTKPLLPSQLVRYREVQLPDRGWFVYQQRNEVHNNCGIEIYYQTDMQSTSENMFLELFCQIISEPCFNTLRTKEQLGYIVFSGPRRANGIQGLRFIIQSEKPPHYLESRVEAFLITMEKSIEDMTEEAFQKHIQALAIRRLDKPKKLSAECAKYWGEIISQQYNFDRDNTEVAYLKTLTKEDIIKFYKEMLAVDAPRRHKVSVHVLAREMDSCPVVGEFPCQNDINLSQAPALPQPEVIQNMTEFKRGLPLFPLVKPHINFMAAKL
CRFBP-R2 block: blocks CRF-induced signaling of the CRF-BP/CRF-R2 complex; HEK293 CRF-R2/CRF-BP, CRF-induced calcium fluorescence; inhibition, % at 11.8 µM; actives 0.59% (n = 350,000); AID 588475;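 active means inhibition of the ligand-induced calcium signal above about 50% at the single tested concentration, limit read from the data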
M5 PAM: CHRM5 positive allosteric modulation; P08912; CHO-K1 hM5, Fluo-8 calcium, ACh EC20 PAM; 0% = ACh EC20, 100% = ACh EC100; activation, % at 3 µM; actives 0.3% (n = 360,000);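 active means activation above the run cutoff, the mean activation of all test compounds plus 3 SD, cut at about 18% in these data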
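system = human M5 receptor in CHO-K1 cells | compound = one concentration, 3 µM final (nominal) | schedule = Post-acetylcholine fluorescence recording 140 s | signal = Fluo-8 calcium dye fluorescence, kinetic read | benchmarks = low control EC20 acetylcholine (0%), high control EC100 acetylcholine (100%) | repeats = singlicate, one well per test compound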
An asterisk follows results filed as active; · = not tested or not shown.

Results follow in this order: CRFR2-BP ag, M4 PAM, CHRM5 antagonist, M4 ag, CHRM4 antagonist, M5 ag, IDE cell inh, CRFBP-R2 block, M5 PAM
- CCOC(=O)Cn1cc(C(=O)C(C)(C)C)c2ccccc21
  0.2, 0.1, -7.1, 0.0, -2.1, -0.8, -0.1, -10.1, 7.2
- COc1cccc(OC)c1OCCNCC1COc2ccccc2O1 (stereo not given)
  -1.8, -11.6, 13.6, 5.7, 8.8, 0.8, 6.0, -1.1, -17.0
- C=CCCN(C(C(=O)OC)C(C)C)S(=O)(=O)c1ccccc1Br (stereo not given)
  -1.3, 3.8, 5.6, -1.8, -10.9, -5.1, 1.2, 6.2, -11.6
- CCCCC(=O)Nc1cccc(-c2cn3ccccc3n2)c1
  0.5, 4.5, -9.6, 3.9, -5.4, 0.6, 6.0, 2.2, -2.4
- COCc1cc(C)nc(SCC[N+](C)(C)CC(=O)Nc2ccccc2)c1C#N
  2.3, -16.8, 12.5, 17.9, -7.8, -5.7, -5.6, -0.8, -17.2
- Cc1cc(NC(=O)CSc2nccn2-c2cccc(C)c2C)no1
  -8.1, -5.8, 6.3, 1.7, 6.2, 4.5, -2.4, 8.1, 3.3
- O=C(O)CC1SC(=Nc2ccccc2)N(c2ccccc2)C1=O (stereo not given)
  -0.2, 1.7, -7.5, 0.9, 6.4, 1.5, 6.7, -0.7, 6.6
- COc1ccc(Cc2nnc(NC(=O)Nc3ccccc3OC)s2)cc1
  0.8, -2.2, 8.3, 2.8, -1.1, -0.9, -3.5, -28.9, -4.0
- CCCn1nnnc1NCc1ccc(OC)cc1
  -0.1, 4.2, 11.4, -0.7, -5.6, -6.4, 2.6, 17.7, 5.8
- Cc1nc2nc(SCC(=O)Nc3cccc(F)c3)[nH]c2cc1Br
  -1.1, -0.3, 4.4, 2.5, -0.6, -1.4, 6.7, -1.3, -4.7
- Nc1nnc(SCC(=O)Nc2sc3c(c2C(=O)c2ccccc2)CCCC3)s1
  -4.5, -20.4, 0.7, -1.4, -2.0, -7.8, 0.4, -43.7, 2.1
- O=C(Nc1nccs1)C(c1ccccc1)N1CCCCC1 (stereo not given)
  0.8, -14.7, 11.1, 0.0, 11.0, -3.3, -0.5, 3.0, -8.6
- Cc1cc(C)cc(Nc2nc3ccc(C)cc3n3cnnc23)c1
  -1.4, 6.3, -5.1, 0.4, -10.9, 0.1, 2.2, -33.1, 0.8
- COc1ccc2cc(C#N)c(SCC(=O)Nc3nonc3C)nc2c1
  1.2, 6.7, 10.3, 1.5, -9.4, 0.3, 4.9, 1.5, -6.3
- CC(=O)Nc1ccc(Nc2nc(-c3sc(C)nc3C)cs2)cc1
  -0.3, -1.4, 21.9, 4.2, 1.3, -2.0, 8.9, 6.1, -12.0
- CCOC(=O)c1c(CS(=O)(=O)c2ccccc2)n(C)c2cc(Br)c(O)c(CN(C)C)c12
  0.5, -17.7, 4.3, 6.3, 3.1, 0.8, 0.5, 17.3, -1.2
- CC(=O)Nc1ccc2c(c1)n(C)c(=O)n2C
  -1.7, -0.6, -1.6, 1.0, 6.6, -0.5, 0.8, 8.5, 2.9
- COc1ccc(/C=N/OCC(=O)NCc2cccs2)c(OC)c1
  0.3, 11.5, 10.7, 0.5, -1.0, -2.9, 0.1, 1.1, -3.4
- Nc1nonc1-n1nnc(C(=O)N/N=C/c2cccc(Cl)c2)c1-c1cccs1
  0.8, 3.4, 3.7, 5.7, -2.5, 1.4, 6.4, -23.0, -0.5
- Oc1ccc2ccccc2c1C=NCc1ccccc1
  -2.4, 10.3, -4.7, 1.0, 16.4, -2.8, 3.0, 5.0, 13.4

Results follow in this order: CRFR2-BP ag, M4 PAM, CHRM5 antagonist, M4 ag, CHRM4 antagonist, M5 ag, IDE cell inh, CRFBP-R2 block, M5 PAM
- C[C@H](N)c1nnc(SCc2c(Cl)cccc2Cl)o1
  -0.7, -0.5, -0.1, 0.8, 10.9, 0.9, 3.7, -16.3, 0.4
- CCC(=O)c1ccc(OC(=O)c2cccs2)cc1
  -3.0, 0.7, 1.5, 0.5, 4.0, -2.3, -4.8, 11.8, -1.9
- COc1ccc(NC(=O)/C=C/c2ccc3c(c2)OCO3)cc1
  -3.1, 7.8, -7.4, 1.3, -3.4, -2.4, 1.9, 9.5, 4.7
- Cc1cc(C)cc(N(CC(=O)NC2CCCCCC2)S(=O)(=O)c2c(C)[nH]c(=O)[nH]c2=O)c1
  -1.9, 10.4, 0.8, 0.9, -3.8, 0.1, -14.2, 0.0, -5.4
- O=C(NCCCCNC(=O)c1ccc(Cl)s1)c1ccc(Cl)s1
  -1.5, 13.2, 6.1, 3.9, -1.8, -2.0, 0.8, -3.4, -1.0
- c1csc(CNc2ccc3c(c2)OCCO3)c1
  -1.6, -0.5, -7.1, -0.6, -4.9, 1.3, -10.0, 38.4, 4.0
- O=C(O)C1C2C=CC3(CN(C/C=C/c4ccccc4)C(=O)C13)O2 (stereo not given)
  0.6, 5.0, -7.8, 1.1, -0.2, 0.0, -2.4, 3.9, 8.0
- CC(C)(Oc1ccc(Cl)cc1)C(=O)NCCN1C(=O)S/C(=C/c2cccnc2)C1=O
  0.6, -9.0, -2.4, 7.4, -2.1, 2.0, 0.1, -30.6, -1.6
- CC1=C(C(=O)OCc2ccccc2)C(c2ccccc2OS(=O)(=O)c2ccc([N+](=O)[O-])cc2)NC(=O)N1CCCC(=O)O (stereo not given)
  -3.7, 10.6, 6.3, 1.0, -5.3, 0.8, 0.1, 8.0, -0.2
- CC(=O)Nc1ccc(C(=O)Nc2nnc(CCc3ccccc3)s2)cc1
  9.5, -2.7, 0.8, 5.3, -7.5, 1.7, 1.5, -21.3, -3.4
- Cc1cc(C(=O)c2ccc(Cl)cc2)c(NC(=O)CCl)s1
  1.2, 2.6, 2.8, -1.4, 3.4, -1.7, 11.3, -3.1, 1.4
- c1ccc2c(-c3nc(-c4ccncc4)no3)cccc2c1
  0.1, 1.5, -0.3, -2.4, 4.8, -3.0, 4.5, -26.4, -3.1
- Cc1ccc(C(=O)CCCn2nnc(-c3cccnc3)n2)cc1C
  -1.0, -2.9, 1.2, 3.1, 0.1, 2.2, 2.9, 18.1, -1.3
- COc1ccc(CCNC(=O)c2ccc(N(C)S(=O)(=O)c3ccc(C)cc3)cc2)cc1
  2.5, -1.1, 4.6, 5.4, -4.4, -2.3, 6.3, 4.0, -1.5
- CCOc1cc(C(C(=O)NCC2CCCO2)N(C(=O)Cn2nnc3ccccc32)c2ccccc2OC)ccc1O (stereo not given)
  -1.6, 4.5, -3.2, 1.0, 2.5, -0.4, -6.4, 4.2, -0.6
- COc1ccc(N(CC(=O)N2CCN(c3cccc(Cl)c3)CC2)S(=O)(=O)c2c(C)noc2C)cc1
  0.0, 1.7, 5.8, 4.5, -2.2, -6.0, 0.8, -22.9, -6.2
- COc1ccc(S(=O)(=O)N(C)C)cc1NS(=O)(=O)c1ccc(F)c(F)c1F
  -1.9, 3.3, -9.1, 0.3, -27.8, -2.0, -13.1, 5.5, 0.1
- COc1ccccc1CNC(=O)COC(=O)c1ccc(S(=O)(=O)N2CCCCC2)cc1
  0.7, 6.9, 10.3, -0.4, -3.3, 0.0, 1.9, 1.1, -10.1
- O=C1CCCC(=O)C1C1c2ccccc2CCN1C(=O)CCl (stereo not given)
  6.2, -6.0, -7.4, 0.9, 1.9, 1.1, 6.4, 0.9, 3.3
- O=[N+]([O-])/C(C(Cl)=C(Cl)Cl)=C(\Sc1ccccc1)N1CCCCC1
  -2.0, -0.4, -3.7, 1.5, -11.1, -1.2, 5.8, -3.5, 1.9

Results follow in this order: CRFR2-BP ag, M4 PAM, CHRM5 antagonist, M4 ag, CHRM4 antagonist, M5 ag, IDE cell inh, CRFBP-R2 block, M5 PAM
- CC1CCc2nc(N)c(C#N)c(-c3cccnc3)c2C1 (stereo not given)
  -0.7, 11.0, 0.1, 0.0, -17.3, -0.8, -0.3, 26.3, 0.8
- O=C(c1ccco1)[C@@H]1[C@@H]2C(=O)N(c3ccccc3)C(=O)[C@@H]2C2c3ccccc3C=CN21 (stereo not given in full)
  8.7, -2.9, 7.0, 4.3, 2.4, 1.9, 8.6, -0.7, -4.9
- Cc1ccc(-c2cc(C(=O)NCCCN3CCOCC3)c3ccccc3n2)cc1C
  -0.6, -12.0, 19.8, 8.6, 3.7, 0.2, 3.7, -15.6, -4.6
- COc1ccc(N2C(=O)Cc3c2nc(N)c(C#N)c3N)cc1
  -0.4, 9.6, -1.8, 1.6, 27.6*, 5.0, -5.7, 12.2, 6.1
- C[C@H](CO)N1C[C@H](C)[C@@H](CN(C)S(=O)(=O)c2cccs2)Oc2c(NC(=O)NC3CCCCC3)cccc2C1=O
  -2.2, 8.3, 9.3, 10.0, -9.7, -1.6, 2.5, -3.6, 0.2
- COCCNC(=S)N/N=C(\C)c1ccccc1O
  -0.6, 5.4, -5.1, 0.9, 8.2, -2.0, -3.6, 25.6, -1.2
- CCC(=O)N1CCN(c2ccc(Cl)cc2NC(=O)Cc2ccc(Cl)cc2)CC1
  -0.8, 2.8, 1.2, 5.8, 5.6, -0.6, 2.4, -9.0, -2.5
- CCOC(=O)CN1C(=O)N[C@@H](c2cccs2)C(C(=O)OC)=C1C
  -1.8, 3.5, 17.4, 0.3, 2.6, 1.4, 3.7, -6.3, -5.6
- COc1ccc(S(=O)(=O)N2CCCCCC2)cc1NC(=O)CCc1cc(OC)c(OC)c(OC)c1
  -1.1, 0.3, 6.0, 1.6, 10.2, -5.5, ·, 6.7, -2.0
- CCC(N)C12CC3CC(CC(O)(C3)C1)C2 (stereo not given)
  -0.7, -1.8, 5.3, 0.5, -2.0, 0.1, 4.8, -31.3, -9.0
- CCOC(=O)c1sc(NC(=O)CSc2nnc(C(C)C)n2C)nc1C
  -0.9, 7.7, -0.2, 3.0, 1.5, -0.2, -3.0, -2.9, -0.5
- CCOC(=O)c1c(-c2cc(OC)c(OC)c(OC)c2)csc1N
  -2.1, 7.5, 2.3, 0.1, -11.0, -0.5, ·, 9.2, -3.3
- Cc1nn(C(C)C(=O)NCC2CCCO2)c(C)c1[N+](=O)[O-] (stereo not given)
  -0.7, 8.9, -2.8, 0.2, -2.4, 0.5, 7.8, 9.1, 8.2

One compound at a time, from the list above:
CCC(N)C12CC3CC(CC(O)(C3)C1)C2 (stereo not given) reads CRFR2-BP ag: -0.7; M4 PAM: -1.8; CHRM5 antagonist: 5.3; M4 ag: 0.5; CHRM4 antagonist: -2.0; M5 ag: 0.1; IDE cell inh: 4.8; CRFBP-R2 block: -31.3; M5 PAM: -9.0
COc1ccc(N2C(=O)Cc3c2nc(N)c(C#N)c3N)cc1 reads CRFR2-BP ag: -0.4; M4 PAM: 9.6; CHRM5 antagonist: -1.8; M4 ag: 1.6; CHRM4 antagonist: 27.6*; M5 ag: 5.0; IDE cell inh: -5.7; CRFBP-R2 block: 12.2; M5 PAM: 6.1

Screens deposited in PubChem BioAssay by several laboratories.

Not a hit list, and some 2.9% of all compounds hit somewhere here.
